Glioma ERSR ind – inducers of ER stress response in human glioma cells. U87-MG GRP78 promoter luciferase reporter, 16 h. Potency, µM, for inactives: top-dose activation, most hits filed as activators. 420,000 tested, 0.02% active. AID 602332; also: series mostly up to about 76 µM; % of control where 0% means no effect; nearly all actives have a fitted effect of over 35% in size
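ERSR induction read as luciferase luminescence (Bright-Glo, 10 min at room temperature) in stably transfected human U87-MG glioma cells exposed to compounds for 16 h, using GRP78 as sensor.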
Vif-A3G inh – Vif-A3G binding inhibition; Q9HC16; HeLa A3G-eYFP + Vif (tagged APOBEC3G with the HIV-1 protein that degrades it), YFP fluorescence, overnight; Potency, µM (series often up to 46.1 µM), without a hit: at the highest dose activity, negative = active, most hits filed as inhibitors; 410,000 tested, 0.076% active; AID 602310;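 also: % is scaled to controls: 0 for no effect and ±100 for the full control effect; nearly all actives have a fitted effect of over 60% in size; hits raise eYFP signal because A3G escapes Vif-driven loss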
Target sequence (Q9HC16 whole entry, looked up): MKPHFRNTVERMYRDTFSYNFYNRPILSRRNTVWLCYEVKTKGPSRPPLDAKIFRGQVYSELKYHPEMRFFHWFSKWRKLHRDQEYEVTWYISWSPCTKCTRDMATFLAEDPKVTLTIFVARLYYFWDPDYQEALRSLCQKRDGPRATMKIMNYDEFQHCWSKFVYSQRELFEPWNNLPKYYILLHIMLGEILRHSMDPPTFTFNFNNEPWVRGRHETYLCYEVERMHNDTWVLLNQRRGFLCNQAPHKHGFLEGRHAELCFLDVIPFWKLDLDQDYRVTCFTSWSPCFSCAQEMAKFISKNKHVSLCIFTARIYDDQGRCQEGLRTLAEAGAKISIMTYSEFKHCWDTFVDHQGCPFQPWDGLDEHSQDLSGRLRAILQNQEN
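Read-out is eYFP fluorescence (Ex 488/Em 500-530) from Vif-expressing HeLa A3G-eYFP cells; more signal means A3G escaped Vif-mediated degradation. Cells plated overnight, compound pinned in, incubated overnight at 37 deg C.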
* = called active by the depositor; & = joins results of further samples. Calls follow the shape of the dose curve; as a rule, active = well fitted curve in the direction sought with a large enough effect; inconclusive = small, poorly fitted or top-dose-only effect, or another doubt; inactive = no such curve, though single readings can be large; an effect the other way counts as inactive or inconclusive. Potency is read from the fitted curve at half-maximal effect. Only part of the results is shown; rates above refer to the full screens.

Screening COc1cccc(-c2cc3nc(NCCCN(C)C)n(C)c(=O)c3s2)c1 returned Glioma ERSR ind -4.1% and Vif-A3G inh -14.4%.
CC(=O)c1ccc(-c2cnc3c(NC=O)cc(-c4ccc(S(C)(=O)=O)cc4)cn23)cc1 was read as Glioma ERSR ind 1.4% and Vif-A3G inh -6.3%.
Cc1ccc(Cl)cc1-c1cc(C(=O)NCc2cccc(Cl)c2)[nH]n1 was read as Glioma ERSR ind -3.3% and Vif-A3G inh -0.3%.
CC1=C(C(=O)N(C)C)CC(CC(=O)NCCN2CCOCC2)C(=O)N1CCCN1CCCC1=O (stereo unspecified) was read as Glioma ERSR ind -5.0% and Vif-A3G inh 0.6%.
`CCNC(=O)C1(C)CCCN(Cc2cccc3c(OC)cc(C(=O)OCC)cc23)C1` (stereo unspecified) gave Glioma ERSR ind -0.4% and Vif-A3G inh 4.7%.
`CC(C)c1ccc(NC(=O)C2(C)Cc3c(-c4cccc(C(F)(F)F)c4)ccnc3O2)cc1` (stereo unspecified) gave Glioma ERSR ind 0.1% and Vif-A3G inh -3.1%.
Screening S=C(NCCCc1cnc[nH]1)NCCCN(Cc1ccccc1)c1ccc(Br)cn1 returned Glioma ERSR ind -1.4% and Vif-A3G inh inconclusive.
For CCNC(=O)C1(C)CCCN(CC(=O)c2ccccc2OC)C1 (stereo unspecified) the results were Glioma ERSR ind 1.1% and Vif-A3G inh 0.9%.
For CN(C)c1ccc(-c2ccnc3c2CC(C)(C(=O)NCC2CCOCC2)O3)cc1 (stereo unspecified) the results were Glioma ERSR ind -0.2% and Vif-A3G inh -19.2%.
CCOC1=C2CN(S(=O)(=O)c3ccc(C)cc3)[C@H](c3cccc4ccccc34)C[C@H]2[C@H]2C(=O)N(c3ccccc3)C(=O)[C@H]2C1 was read as Glioma ERSR ind -0.6% and Vif-A3G inh -3.7%.

Sorted by molar mass (lowest first): part of the list above
For CCNC(=O)C1(C)CCCN(CC(=O)c2ccccc2OC)C1 (stereo unspecified) the results were Glioma ERSR ind 1.1% and Vif-A3G inh 0.9%.
For CN(C)c1ccc(-c2ccnc3c2CC(C)(C(=O)NCC2CCOCC2)O3)cc1 (stereo unspecified) the results were Glioma ERSR ind -0.2% and Vif-A3G inh -19.2%.
CC(=O)c1ccc(-c2cnc3c(NC=O)cc(-c4ccc(S(C)(=O)=O)cc4)cn23)cc1 was read as Glioma ERSR ind 1.4% and Vif-A3G inh -6.3%.
`CC(C)c1ccc(NC(=O)C2(C)Cc3c(-c4cccc(C(F)(F)F)c4)ccnc3O2)cc1` (stereo unspecified) gave Glioma ERSR ind 0.1% and Vif-A3G inh -3.1%.
Screening S=C(NCCCc1cnc[nH]1)NCCCN(Cc1ccccc1)c1ccc(Br)cn1 returned Glioma ERSR ind -1.4% and Vif-A3G inh inconclusive.
CCOC1=C2CN(S(=O)(=O)c3ccc(C)cc3)[C@H](c3cccc4ccccc34)C[C@H]2[C@H]2C(=O)N(c3ccccc3)C(=O)[C@H]2C1 was read as Glioma ERSR ind -0.6% and Vif-A3G inh -3.7%.

Later entries:
O=C(Nc1nnc([C@H]2C[C@H](O)[C@@H](CO)O2)s1)c1ccccc1F was read as Glioma ERSR ind -2.1% and Vif-A3G inh 0.3%.
`CN1CC[C@H](c2c(O)cc(O)c3c(=O)cc(-c4ccccc4Cl)oc23)[C@@H](O)C1` gave Glioma ERSR ind -3.9% and Vif-A3G inh -12.0%.
Screening Cc1ccc2nccc(/C=C/c3ccc(N(C)C)cc3)c2c1 returned Glioma ERSR ind -4.0% and Vif-A3G inh 3.55µM*.
`CC(=O)NC(C)(c1ccccc1)c1nc(-c2cnc3ccccc3c2)cs1` (stereo unspecified) gave Glioma ERSR ind -0.4% and Vif-A3G inh -1.2%.
`CC1(C(=O)NS(=O)(=O)c2ccccc2)CCN1C(=O)C1CCCCC1` (stereo unspecified) gave Glioma ERSR ind 0.3% and Vif-A3G inh 1.9%.
For COc1ccc(Cl)cc1CC1(C)C(=O)Nc2c(Cl)cccc21 (stereo unspecified) the results were Glioma ERSR ind 0.6% and Vif-A3G inh -6.5%.
For COc1ccc(S(=O)(=O)NC(=O)C2(C)CCN2C(=O)COc2ccc(Cl)cc2)cc1OC (stereo unspecified) the results were Glioma ERSR ind -2.2% and Vif-A3G inh -2.9%.
`Oc1cc2cc(-c3csc(-c4ccc(F)cc4)n3)ccc2[nH]1` gave Glioma ERSR ind -0.3% and Vif-A3G inh 3.7%.
`CC1(C(=O)NS(=O)(=O)c2cccc(F)c2)CCN1C(=O)c1ccccc1` (stereo unspecified) gave Glioma ERSR ind -0.2% and Vif-A3G inh -3.1%.
Screening Cc1ccc(Cc2c(-c3cccc(Cl)c3)nc3ccc(C)cn23)cc1 returned Glioma ERSR ind 1.5% and Vif-A3G inh -3.7%.
O=C(Nc1ccc(OC(F)(F)F)cc1)N1CCc2nc(NCc3cccc(Oc4ccccc4)c3)ncc2C1 was read as Glioma ERSR ind -4.5% and Vif-A3G inh -15.4%.
For O=C(NNC(=O)c1csc(-c2ccccc2)n1)c1ccccc1 the results were Glioma ERSR ind -1.5% and Vif-A3G inh 3.6%.
Screening Cc1ccc(-c2cnc(C(O)c3ccc(Cl)cc3C)[nH]2)cc1 (stereo unspecified) returned Glioma ERSR ind -6.1% and Vif-A3G inh -2.2%.
Screening CCCN1CCC(=O)N(CCSc2ccc(Br)cc2)CC1 returned Glioma ERSR ind -1.6% and Vif-A3G inh inconclusive.
C=CCCN(C(Cc1ccccc1)C(=O)OC)S(=O)(=O)c1cc(Br)ccc1Br (stereo unspecified) was read as Glioma ERSR ind -5.0% and Vif-A3G inh -3.3%.
`COc1cc(NC(=O)Nc2nc(C(N)C(C)C)cs2)cc(OC)c1OC` (stereo unspecified) gave Glioma ERSR ind -1.7% and Vif-A3G inh -0.8%.
For O=C(Nc1ccccc1)c1cc(C2CCCN(C(=O)c3cccs3)C2)on1 (stereo unspecified) the results were Glioma ERSR ind 0.6% and Vif-A3G inh -1.8%.
CCCC(=O)N1CCC1(C)C(=O)Nc1ccc(-n2cccc2)cc1 (stereo unspecified) was read as Glioma ERSR ind -2.5% and Vif-A3G inh -6.7%.
Screening CC(C)(C(=O)N1CCC1(C)C(=O)NC1Cc2ccccc2C1)c1ccccc1 (stereo unspecified) returned Glioma ERSR ind 0.1% and Vif-A3G inh -5.5%.
NC(Cc1ccc(C(F)(F)F)cc1)c1csc(Nc2cc(NCc3ccco3)ncn2)n1 (stereo unspecified) was read as Glioma ERSR ind -11.5% and Vif-A3G inh -1.1%.
CN1CCN(c2ncnc3c2ncn3[C@H]2CN(Cc3ccc(C(=O)O)cc3)C[C@@H](CO)O2)CC1 was read as Glioma ERSR ind 3.8% and Vif-A3G inh -2.7%.
`CC(C)Oc1ccc2ccccc2c1CNC[C@H]1O[C@@H](n2ccc(=O)[nH]c2=O)[C@H](O)[C@@H]1O` gave Glioma ERSR ind -3.2% and Vif-A3G inh -4.4%.
`COc1ccc(C2=Nc3ccccc3NC(=O)C2N(C(=O)c2ccnc3ccccc23)c2ccccc2)cc1` (stereo unspecified) gave Glioma ERSR ind -1.5% and Vif-A3G inh -8.9%.
C=CCN(C)CCCCCCOc1ccc(C(=O)c2ccc(Br)cc2)c(F)c1 was read as Glioma ERSR ind -7.6%&-9.8% and Vif-A3G inh -13.6%.
`O=c1[nH]cnc2n[nH]nc12` gave Glioma ERSR ind -2.6% and Vif-A3G inh inconclusive.
Screening O=C(NC(c1ccccc1)c1ccsc1)C1CCN(Cc2ccc(Cl)c(Cl)c2)CC1 (stereo unspecified) returned Glioma ERSR ind -0.8% and Vif-A3G inh 2.7%.
For O=C(Nc1cccs1)Nc1nnc([C@@H]2C[C@H](O)[C@@H](CO)O2)s1 the results were Glioma ERSR ind -2.1% and Vif-A3G inh 1.9%.
Screening COc1ccc(C(C)NC(=O)C2CCN(CCCc3ccccc3)CC2)cc1OC (stereo unspecified) returned Glioma ERSR ind -5.4% and Vif-A3G inh 0.3%.
CCOc1ccc(Cl)cc1-c1cc(C(=O)NCc2cccs2)[nH]n1 was read as Glioma ERSR ind -0.2% and Vif-A3G inh -2.8%.
For Cc1ccc(S(=O)(=O)N2C[C@H]3C(=O)C[C@@H](c4ccc(Cl)cc4)N(S(=O)(=O)c4ccc(C)cc4)[C@H]3C[C@H]2c2ccc(Cl)cc2)cc1 the results were Glioma ERSR ind -6.2% and Vif-A3G inh -2.9%.
Screening COP1(=O)CC(O)C(O)C(COCc2ccccc2)O1 (stereo unspecified) returned Glioma ERSR ind -3.5% and Vif-A3G inh 2.3%.
`COc1ccc2[nH]cc(CCNC(=O)/C=C/[C@H]3O[C@@H](n4cc(C)c(=O)[nH]c4=O)C[C@@H]3O)c2c1` gave Glioma ERSR ind -4.0% and Vif-A3G inh 0.2%.
CCCS(=O)(=O)NC(=O)C1(C)CCCN(C(=O)c2nc(C)oc2C)C1 (stereo unspecified) was read as Glioma ERSR ind -1.2% and Vif-A3G inh 0.3%.
For CCCS(=O)(=O)NC(=O)C1(C)CCN(C(=O)c2cc(C(C)(C)C)nn2C)C1 (stereo unspecified) the results were Glioma ERSR ind -1.6% and Vif-A3G inh -2.6%.
`CC(C)c1ccc(NC(=O)C2(C)Cc3c(-c4ccc(N(C)C)cc4)ccnc3O2)cc1` (stereo unspecified) gave Glioma ERSR ind -1.5% and Vif-A3G inh 1.4%.
Screening O=C1CCC[C@@H]2C[C@@]3(C[C@@H]4CCN1[C@H]24)Nc1ccccc1NC3=NCc1ccccc1 returned Glioma ERSR ind -3.0% and Vif-A3G inh -3.5%.
CC1(C(=O)NS(=O)(=O)c2cccs2)CCN1C(=O)C1(c2ccccc2)CCCC1 (stereo unspecified) was read as Glioma ERSR ind -1.7% and Vif-A3G inh 0.7%.
COc1cccc(C(O)c2nc(-c3ccc(OC)nc3)cs2)c1 (stereo unspecified) was read as Glioma ERSR ind -1.1% and Vif-A3G inh -4.9%.
CCCCN(CCCC)Cc1cc(=O)oc2cc(OC)ccc12 was read as Glioma ERSR ind -2.6% and Vif-A3G inh 0.0%.
`O=C(CC(Cl)(Cl)Cl)N1CCN(/[N+]([O-])=N/Oc2ccc([N+](=O)[O-])cc2[N+](=O)[O-])CC1` gave Glioma ERSR ind -11.5% and Vif-A3G inh -9.5%.
For CC(C)c1ccccc1NC(=O)Nc1nc(C(N)Cc2ccc(C(F)(F)F)cc2)cs1 (stereo unspecified) the results were Glioma ERSR ind -13.5% and Vif-A3G inh 0.8%.
For CCc1nc2c(OCC(=O)C(C)(C)C)cccn2c1N(C=O)Cc1ccc(OC)cc1 the results were Glioma ERSR ind -2.9% and Vif-A3G inh -2.3%.
CCCNC(=O)C1(C)CCCN(Cc2cccn2C)C1 (stereo unspecified) was read as Glioma ERSR ind -1.5% and Vif-A3G inh 1.6%.
For COc1cccc(Cn2c3ccc(NC(=O)Cc4ccccc4C)cc3c(=O)n2C)c1 the results were Glioma ERSR ind -2.0% and Vif-A3G inh -4.8%.
`Cc1ccc(F)c(S(=O)(=O)NC(=O)C2(C)CCN2C(=O)C2(c3ccc(Cl)cc3)CC2)c1` (stereo unspecified) gave Glioma ERSR ind -1.2% and Vif-A3G inh 1.1%.
`CCCNC(=O)c1cc(C2CCCCN2C(=O)OCC(C)C)on1` (stereo unspecified) gave Glioma ERSR ind -2.2% and Vif-A3G inh 1.0%.
CC(O)(c1ccccc1)c1nc(-c2cc3ccccc3o2)cs1 (stereo unspecified) was read as Glioma ERSR ind 4.7% and Vif-A3G inh -14.4%.
For Cc1cc(Br)cn2c(Cc3ccsc3)c(-c3ccc(Cl)cc3)nc12 the results were Glioma ERSR ind 0.9% and Vif-A3G inh inconclusive.
`CCCCc1ccc(S(=O)(=O)NC(=O)C2(C)CCN2C(=O)c2cccc(F)c2)cc1` (stereo unspecified) gave Glioma ERSR ind 0.6% and Vif-A3G inh 1.7%.
Screening NC(Cc1ccc(C(F)(F)F)cc1)c1csc(Nc2ncccn2)n1 (stereo unspecified) returned Glioma ERSR ind -4.6% and Vif-A3G inh -4.5%.
`Cn1cnc(S(=O)(=O)N2CCCC(c3cc(C(=O)Nc4ccc(F)c(Cl)c4)no3)C2)c1` (stereo unspecified) gave Glioma ERSR ind 5.2% and Vif-A3G inh 4.7%.
`C[C@H](CO)N1C[C@H](C)[C@@H](CN(C)C(=O)c2ccc(N3CCN(C)CC3)cc2)OCc2cnnn2CCCC1=O` gave Glioma ERSR ind -2.3% and Vif-A3G inh -3.1%.
`O=C(Nc1ccc2c(c1)OCCO2)C(C1CC1)N1CCN(c2ccc(C(F)(F)F)cn2)CC1` (stereo unspecified) gave Glioma ERSR ind 0.3% and Vif-A3G inh -1.8%.
O=C(Nc1cccn2nc(COCCO)nc12)C(c1ccccc1)c1ccccc1 was read as Glioma ERSR ind 1.9% and Vif-A3G inh -1.3%.
CCCCC(=O)N(C)c1c(C)nc2ccc(C(=O)N3CCN(c4ccccc4)CC3)cn12 was read as Glioma ERSR ind 0.9% and Vif-A3G inh 2.2%.
For Cc1ccc2ccccc2c1C(O)c1ncc(-c2ccc(C(F)(F)F)cc2)[nH]1 (stereo unspecified) the results were Glioma ERSR ind 0.2% and Vif-A3G inh -23.5%.
Screening CC(=O)Nc1ccc(/C=C/c2ccnc3ccccc23)cc1[N+](=O)[O-] returned Glioma ERSR ind 0.9% and Vif-A3G inh -0.9%.
CCc1nc2ccc(C(=O)Nc3ccc(OC)c(OC)c3)cn2c1N(CC)CCOC was read as Glioma ERSR ind -2.1% and Vif-A3G inh -0.7%.
For COc1ccc(CCSc2n[nH]c(C(C)C)n2)cc1 the results were Glioma ERSR ind 0.9% and Vif-A3G inh 0.4%.

Screens (PubChem BioAssay)
